M1 ag = activates human CHRM1 receptor | P11229 | CHO-K1 hM1, Fluo-8 calcium fluorescence, agonist mode; 0% DMSO, 100% acetylcholine EC100 | activation, % at 3 µM | 360,000 compounds, 0.33% hits | AID 588814;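 active = activation above the run's mean compound activation plus 3 SD, cut at about 16% in these data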;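 note: peak over basal fluorescence ratio within a 140 s kinetic read after compound addition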
M1 ag parental = counter-screen for M1 agonists: effect in parental CHO-K1 cells. Fluo-8 calcium fluorescence; scaled to maximal ATP response, vehicle zero. activation, % at 3 µM. 360,000 compounds, 0.48% hits; in the data active = activation above about 15%;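 note: untransfected CHO-K1 host cells lacking M1 receptor as counterscreen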
CHO-K1 Ca PAM = nonselective activator or artifact in parental CHO-K1 calcium assay; ATP EC20, Fluo-8 calcium fluorescence; 0% at ATP EC20, 100% at ATP max; activation, % at 3 µM; AID 602247; 360,000 compounds, 0.02% hits;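 active = activation above the run cutoff, the mean activation of all test compounds plus 3 SD, cut at about 40% in these data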;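 note: peak over basal fluorescence ratio in a 140 s read after ATP addition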
TAAR1 ag = agonists of human TAAR1; Q96RJ0; CHO RD-HGA16 TAAR1, Fluo-8 calcium fluorescence; vehicle wells 0%, saturating PEA agonist 100%; activation, % at 3 µM; 360,000 compounds, 0.99% hits;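 active = activation above the mean activation of all test compounds in the run plus 3 SD, cut at about 38% in these data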
Target sequence (Q96RJ0 whole entry, looked up): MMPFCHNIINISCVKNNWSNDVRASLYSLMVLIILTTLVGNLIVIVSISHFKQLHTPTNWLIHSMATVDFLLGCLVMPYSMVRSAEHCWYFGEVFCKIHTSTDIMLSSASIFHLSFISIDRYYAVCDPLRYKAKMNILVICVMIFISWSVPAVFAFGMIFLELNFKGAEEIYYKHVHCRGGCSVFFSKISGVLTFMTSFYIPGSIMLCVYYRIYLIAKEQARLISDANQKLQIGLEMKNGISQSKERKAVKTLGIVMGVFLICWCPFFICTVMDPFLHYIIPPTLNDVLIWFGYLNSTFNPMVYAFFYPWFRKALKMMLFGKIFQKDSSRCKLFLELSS
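Signal – calcium-sensitive Fluo-8 signal, excitation 470-495, emission 515-575 nm · System – RD-HGA16 (CHO) cells co-expressing Gα16 and hTAAR1 · Incubation – 17-24 h seeding, 75 min 37 °C dye, 30 min RT · Compound dosing – 3 µM single concentration · Repeats – no replicates (n 1)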
CHO-K1 Ca antag = M1 antagonist counterscreen hit in parental CHO-K1 cells | ATP-induced calcium, Fluo-8 fluorescence | inhibition, % at 3 µM | 360,000 compounds, 0.6% hits;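 active = inhibition above a per-plate cutoff, the plate's mean sample inhibition plus 3 SD, cut at about 24% in these data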;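 note: 0% = DMSO plus EC80 ATP and 100% = DMSO alone without ATP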
CHO parental Ca = counter-screen for OX1R antagonists: effect in parental CHO cells; AID 463079; 330,000 compounds, 0.63% hits; inhibition, % at 5.6 µM; parental CHO-K1, ATP-induced calcium, Fluo-8 fluorescence;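 active = inhibition above that plate's mean sample inhibition plus 3 SD, cut at about 26% in these data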;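 note: 0% = ATP-challenged DMSO wells and 100% = DMSO wells without ATP; some compounds past the cut are filed as inactive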
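Material – parental CHO cells · Reagent – ATP stimulus · Compound – single nominal dose of 5.6 µM per compound · Detection – Fluo-8 fluorescence · Read-out basis – percent inhibition of calcium signal · Controls – ATP-challenged DMSO wells low, unchallenged DMSO wells high · Repeats – no replicates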
OXTR potentiate = human OXTR potentiation; activation, % at 3 µM; AID 2445; CHO-OTR cells, Fluo-8 calcium fluorescence, potentiator mode; 0% = oxytocin EC15, 100% = EC100; 320,000 compounds, 0.061% hits;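 active = activation above that plate's cutoff, the mean activation of tested compounds plus 3 SD, cut at about 6.6% in these data, passing the limit was not always enough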;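 note: 100% uses oxytocin at 75 nM as the full agonist control; some results filed as inactive read as strong as hits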
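Replication – single well per compound, singlicate · Assay system – CHO cell line stably expressing human OTR · Timing – 6 min pre-incubation, 100 s read · Measure – normalized max/min fluorescence ratio, % activation · Doses – 3.0 µM, one dose · Detection – Fluo-8 calcium dye fluorescence · Probe or stimulus – oxytocin near EC15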
TAAR1 antagonist = human TAAR1 antagonism; Q96RJ0; CHO RD-HGA16 TAAR1, Fluo-8 calcium fluorescence, antagonist; inhibition, % at 3 µM; 360,000 compounds, 1.5% hits; AID 624466;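 active = inhibition above a per-plate cutoff, the mean inhibition of test compounds on that plate plus 3 SD, cut at about 49% in these data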;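 note: 0% = DMSO plus EC80 beta-PEA response and 100% = DMSO alone without agonist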
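Test system: RD-HGA16 CHO cells with stable hTAAR1 and Gα16 / Probe or stimulus: EC80 β-phenethylamine stimulus / Times: seeding 17-24 h prior, 75-min 37 °C, 30-min RT dye loading / Detection: Fluo-8 calcium-sensitive fluorescence / Read-out basis: % inhibition scaled between DMSO and EC80 PEA controls / Repeats: singlicate, one well per test compound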
V1aR counter = activates human V1a receptor in oxytocin agonist counter-screen; P37288; CHO-V1R cells, Fluo-8 calcium fluorescence, agonist mode; 0% DMSO, 100% 3 nM vasopressin; 320,000 compounds, 0.25% hits; activation, % at 3 µM; AID 2797;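 active = activation above the mean activation of all tested compounds plus 3 SD, per screening run, cut at about 20% in these data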;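 note: signal is peak over basal fluorescence ratio across a 100 second FLIPR read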
Target sequence (P37288 whole entry, looked up): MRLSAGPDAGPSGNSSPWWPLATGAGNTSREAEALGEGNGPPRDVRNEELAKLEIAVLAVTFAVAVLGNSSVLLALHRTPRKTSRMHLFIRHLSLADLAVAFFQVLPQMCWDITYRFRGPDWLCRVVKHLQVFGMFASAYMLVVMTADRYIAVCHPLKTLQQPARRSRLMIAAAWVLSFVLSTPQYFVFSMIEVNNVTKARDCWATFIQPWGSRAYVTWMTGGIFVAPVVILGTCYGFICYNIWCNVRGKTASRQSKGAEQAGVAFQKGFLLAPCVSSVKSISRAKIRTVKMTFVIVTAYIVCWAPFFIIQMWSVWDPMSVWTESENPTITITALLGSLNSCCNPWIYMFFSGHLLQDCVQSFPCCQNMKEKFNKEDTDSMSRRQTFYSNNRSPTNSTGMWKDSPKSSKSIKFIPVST
* hit, by the source's call; nt = no result given.

SMILES	M1 ag	M1 ag parental	CHO-K1 Ca PAM	TAAR1 ag	CHO-K1 Ca antag	CHO parental Ca	OXTR potentiate	TAAR1 antagonist	V1aR counter
O=C(CN1C2CCCC1CC(NC(=O)c1ccccc1)C2)NC1CC1 (configuration not stated)	-6	0.4	15	3	-20	-11	-5	8	0.0
COCCn1c(SCC(=O)NCc2ccc(OC)c(OC)c2)nc2ccccc21	-11	0.9	4	0	-2	-6	-2	-12	1.3
Nc1nc2ccc(C(=O)NC3CCCCC3)cc2s1	-2	-0.2	10	6	-2	2	-9	4	7.0
CC(/C=N/NC(=O)NC1CCCCC1)=C\c1ccccc1	1	5.5	22	13	-21	-24	-14	-15	0.2
CC(c1ccccc1)n1cc(C(=O)NCC2CCCO2)nn1 (configuration not stated)	-2	0.4	12	4	-1	-1	-4	2	1.0
COc1ccc2sc(N(CCCN(C)C)C(=O)c3ccc(S(=O)(=O)N4CCCc5ccccc54)cc3)nc2c1	-1	8.3	9	32	3	19	-21	36	12
COc1cccc(NC(=O)CSc2nc3ccccc3cc2Cc2ccccc2)c1	0	-0.2	7	24	-11	-12	-7	-20	2.3
CCc1nnc(NC(=O)CCNC(=O)c2ccccc2Cl)s1	-3	0.8	20	1	-15	-7	-1	13	0.6
Cc1ccc2nc(SCC(=O)NC3CCCC3)[nH]c2c1	-4	1.8	11	-5	-15	4	-1	-1	2.2
CC(C)C(=O)N1CCC1(C)C(=O)Nc1ccc2[nH]ccc2c1 (configuration not stated)	-1	0.1	10	nt	-4	nt	nt	nt	nt
CCOc1cc(C=O)ccc1OCCSc1ccc(C)cc1	-6	-0.3	6	2	-30	-17	-5	2	-0.2
COc1ccc(N(C(=O)COc2ccccc2OC)S(=O)(=O)c2ccc(C)cc2)cc1	0	0.7	16	6	-3	21	-21	-13	0.3
O=S(=O)(NCCc1ccccc1)c1cccs1	-8	1.1	16	0	-25	-5	-2	-10	3.4
COC(=O)CNC(=O)C1CCN(S(=O)(=O)c2cnc[nH]2)CC1	-1	0.6	17	0	-5	-4	-4	-19	-0.2
Cn1cc(S(=O)(=O)N2CCOCC2)cc1C(=O)NCc1ccc(Cl)cc1	-1	0.4	9	1	-4	-17	-3	-16	1.2
CC(=O)c1cccc(NC(=O)c2noc3c2CCc2ccccc2-3)c1	-1	0.0	-10	3	9	-12	-5	6	0.5
CCOC(=O)c1c(NC(=O)/C=C/C(=O)O)sc(C)c1-c1ccc(F)cc1	-15	0.5	21	2	-17	-9	2	-9	-0.6
Fc1ccc(-c2csc(-c3cccnc3)n2)cc1F	-6	1.5	14	0	-4	-13	0	-8	-1.5
CC(C)(C)n1cnc2cc(NCc3ccccc3O)ccc21	-8	2.6	-6	2	7	-20	-20	9	4.0
Cc1cc(S(=O)(=O)Nc2ccccc2C(=O)O)ccc1Cl	-5	0.4	17	3	-37	6	-1	17	0.7
Cc1c[nH]c2cccc(OCC(CNC(C)(C)C)OC(=O)c3ccccc3)c12 (configuration not stated)	-4	3.4	-25	10	2	-11	-18	6	3.5
COc1cc(C(=O)Nc2ccc(S(=O)(=O)Nc3cc(C)nc(C)n3)cc2)cc(OC)c1OC	-4	0.8	32	0	-24	-5	2	9	0.0
CCOc1ccc(CC2NCCc3cc(OCC)c(OCC)cc32)cc1OCC (configuration not stated)	-4	1.0	12	1	2	-24	2	-15	-0.7
COc1cc(/C=N/NC(=O)Nc2cccc3nsnc23)cc(OC)c1OC	-1	0.9	15	6	-9	nt	nt	10	nt
Cc1ccc2nc(SCC(=O)c3cc(C)n(C)c3C)[nH]c2c1	-5	0.6	25	6	-4	-29	-5	4	0.8
CCOc1ccc(NCCC(O)c2ccc(F)cc2)cc1 (configuration not stated)	-4	0.3	2	0	-10	-11	-13	-4	0.0
CC(=O)c1sc(NC(=O)CS(=O)(=O)c2ccccc2)nc1C	-1	1.1	17	1	-9	-10	0	-23	0.0
CC(C)CCN1CCN(C2CCN(c3ccc4c(c3)OCO4)CC2)CC1CCO (configuration not stated)	-11	-0.3	8	1	-13	-8	-11	-6	0.6
COc1cc(/C=N/NC(=O)c2ccccc2)ccc1OS(=O)(=O)c1ccccc1	-5	14	12	19	11	-5	-10	48	1.0
Cc1c(C(=O)N2CCCCC2)c(S(=O)(=O)NCCc2ccc(Cl)cc2)c(C)n1C	-2	0.2	6	-1	-1	-25	-3	-7	0.4
CC(=O)c1ccc(NC(=O)c2ccc(CSc3ccccc3)o2)cc1	-9	3.8	3	4	0	-7	-10	95*	5.0
O=C(Nc1nnc(SCC(=O)N2CCCC2)s1)C1CC(=O)N(c2ccc(F)cc2)C1 (configuration not stated)	-3	0.2	-1	0	-7	-11	-2	-6	0.8
O=C(CSc1nc(C2CC2)nc2ccccc12)Nc1ccccc1N1CCOCC1	-4	2.4	5	10	-11	-44	-7	9	-1.8
O=C(NCc1ccccc1)c1ccc(CN2CCOCC2)cc1	-3	-0.1	-5	15	10	9	-4	-18	1.1
O=C(CSc1nc2c(oc3ccccc32)c(=O)n1CC1CCCO1)NCc1ccc(F)cc1 (configuration not stated)	-1	1.0	5	5	-12	nt	nt	14	nt
CC(C)CC(NC(=O)c1ccco1)C(=O)Nc1ccc2c(c1)OCCO2 (configuration not stated)	-1	-0.2	-2	0	21	-17	0	5	0.2
O=C(NCCC1=CCCCC1)c1ccc(-n2cncn2)c([N+](=O)[O-])c1	-5	0.9	18	0	-10	-11	2	0	-0.1
Cc1nnc2n(-c3ccccc3)c(=O)c3c4c(sc3n12)CC(C)CC4 (configuration not stated)	-6	-0.2	3	1	-9	-10	1	-13	0.0
CCOC(=O)c1c(NC(=S)NC(=O)c2cnn(CC)c2)sc2c1CCC(C)C2 (configuration not stated)	-1	-0.1	-6	9	4	-12	-9	15	-0.3
O=C(Cn1cnc2ccccc21)OCC(=O)N1CCc2ccccc2C1	0	-0.3	3	11	7	-4	-12	-1	2.2
CN(C)S(=O)(=O)c1ccc(NC(=O)CN2CCCc3ccccc32)cc1	-4	0.7	18	4	-12	-6	-11	-1	0.0
CC(CCc1ccccc1)NC(=O)c1cccc([N+](=O)[O-])c1 (configuration not stated)	-10	1.4	18	-3	-10	-23	-1	-1	0.6
CCN(CC)C(=O)C1CCCN(Cc2sccc2C)C1 (configuration not stated)	-9	0.7	19	-1	-5	-4	-9	-5	0.1
NC(=O)c1c(NC(=O)c2cccnc2)sc2c1CCCCC2	-1	0.8	21	2	-20	1	-11	-29	-0.3
O=C(CSCc1ccc(F)cc1)NC1CCCC1	-5	0.0	-1	0	4	-5	-2	-16	0.3

Shown field by field: 2 of the compounds above
CCOC(=O)c1c(NC(=S)NC(=O)c2cnn(CC)c2)sc2c1CCC(C)C2 (configuration not stated)
  M1 ag = -1	M1 ag parental = -0.1	CHO-K1 Ca PAM = -6	TAAR1 ag = 9	CHO-K1 Ca antag = 4	CHO parental Ca = -12	OXTR potentiate = -9	TAAR1 antagonist = 15	V1aR counter = -0.3
O=C(Cn1cnc2ccccc21)OCC(=O)N1CCc2ccccc2C1
  M1 ag = 0	M1 ag parental = -0.3	CHO-K1 Ca PAM = 3	TAAR1 ag = 11	CHO-K1 Ca antag = 7	CHO parental Ca = -4	OXTR potentiate = -12	TAAR1 antagonist = -1	V1aR counter = 2.2

Back to the main list; the five compounds before the break are reprinted first.
SMILES	M1 ag	M1 ag parental	CHO-K1 Ca PAM	TAAR1 ag	CHO-K1 Ca antag	CHO parental Ca	OXTR potentiate	TAAR1 antagonist	V1aR counter
CN(C)S(=O)(=O)c1ccc(NC(=O)CN2CCCc3ccccc32)cc1	-4	0.7	18	4	-12	-6	-11	-1	0.0
CC(CCc1ccccc1)NC(=O)c1cccc([N+](=O)[O-])c1 (configuration not stated)	-10	1.4	18	-3	-10	-23	-1	-1	0.6
CCN(CC)C(=O)C1CCCN(Cc2sccc2C)C1 (configuration not stated)	-9	0.7	19	-1	-5	-4	-9	-5	0.1
NC(=O)c1c(NC(=O)c2cccnc2)sc2c1CCCCC2	-1	0.8	21	2	-20	1	-11	-29	-0.3
O=C(CSCc1ccc(F)cc1)NC1CCCC1	-5	0.0	-1	0	4	-5	-2	-16	0.3
O=C(N/N=C/c1ccc(OC(=O)c2ccccc2)cc1)c1ccc(CN2CCOCC2)cc1	3	1.6	4	18	0	0	-25	44	9.5
CC(C)(SC(=S)N1CCCCCC1)C(=O)O	-9	-0.2	22	0	-8	-3	-14	19	1.1
Cc1ccc(NC2OC(CO)C(O)C(O)C2O)cc1 (configuration not stated)	-4	0.1	9	3	-4	-7	-5	-8	0.3
COC(=O)C1CCN(Cc2cc(=O)oc3cc(OC)ccc23)CC1	-3	0.6	7	10	-1	-16	0	-10	0.1
COc1cccc(/C=C/C(=O)OCC(=O)NCCC2=CCCCC2)c1OC	-7	0.6	13	-1	-10	-18	5	-10	-0.7
CC1CCN(C(=O)COC(=O)c2ccc(Cl)nc2)CC1	-4	0.3	3	0	-6	1	-8	-2	1.1
CCCCN(C(=O)c1cc2c(s1)CCCCC2)c1c(N)n(CCC)c(=O)[nH]c1=O	-2	0.0	3	1	-7	-15	1	-13	0.0
Nc1nonc1-c1nc2ccccc2n1CC(=O)N/N=C\c1ccc(-c2ccc(Cl)cc2)o1	1	0.3	-4	4	9	-6	-4	-3	0.7
Cn1c(=O)c(C(=O)NCc2ccccc2Cl)c(O)c2ccccc21	-1	-0.1	-22	-1	14	1	2	10	1.0
CC(=O)NNC(=O)CCn1nnc2ccccc21	-3	0.4	8	2	-12	-8	-26	10	0.4

Reprinted at random: 4 records from the list, in no set order.
SMILES	M1 ag	M1 ag parental	CHO-K1 Ca PAM	TAAR1 ag	CHO-K1 Ca antag	CHO parental Ca	OXTR potentiate	TAAR1 antagonist	V1aR counter
CC1CCN(C(=O)COC(=O)c2ccc(Cl)nc2)CC1	-4	0.3	3	0	-6	1	-8	-2	1.1
CCCCN(C(=O)c1cc2c(s1)CCCCC2)c1c(N)n(CCC)c(=O)[nH]c1=O	-2	0.0	3	1	-7	-15	1	-13	0.0
COc1cccc(/C=C/C(=O)OCC(=O)NCCC2=CCCCC2)c1OC	-7	0.6	13	-1	-10	-18	5	-10	-0.7
CC(=O)NNC(=O)CCn1nnc2ccccc21	-3	0.4	8	2	-12	-8	-26	10	0.4

Bioassay records (PubChem)
